Pf growth 48h: Primary qHTS for delayed death inhibitors of the malarial parasite plastid, 48 hour incubation; P. falciparum luciferase growth in erythrocytes, 48 h; Potency, µM (top dose mostly 28.7 µM), without a hit: top-dose activity change, negative = inhibition, actives largely listed as inhibitors; hit rate 5.9% among 310,000; AID 504832, 2011; note: potency is the fitted concentration of half-maximal effect; % is set by controls: 0 for no effect and ±100 for the full control effect
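A one-generation exposure of luciferase-tagged malaria parasites in RPMI 1640/Albumax erythrocyte culture, 37 C and 5% CO2. Inhibition is inferred from decreased luminescence after adding detection reagent.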
Pf growth 96h: Primary qHTS for delayed death inhibitors of the malarial parasite plastid, 96 hour incubation; hit rate 6.9% among 320,000; Potency, µM (top dose mostly 28.7 µM), without a hit: at the top dose activity change, negative = inhibition, most hits filed as inhibitors; P. falciparum luciferase reporter growth, 96 h; note: potency is the fitted concentration of half-maximal effect; % is set by controls: 0 for no effect and ±100 for the full control effect
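Delayed-death screen, second-generation endpoint: infected erythrocytes, 2% hematocrit, 0.05% parasitemia final; 96 hours at 37 C, 5% CO2; luciferase detection reagent; luminescence decrease equals reduced growth.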
Shiga inhibitor: A qHTS for Small Molecule Inhibitors of Shiga Toxin; Vero cells, Shiga toxin protein synthesis inhibition reporter; inhibition, % at 38.7 µM; hit rate 9.2% among 290,000; in the data active = inhibition mostly above about 28%, no sharp cut-off; inactive = mostly below about 43%; note: 0% is about no effect
Giardia FBPA inh: qHTS Assay for Inhibitors of Fructose-1,6-bisphosphate Aldolase from Giardia Lamblia; purified Giardia FBPA; Potency, µM (top dose mostly 59.6 µM), without a hit: top-dose activity, negative = inhibition, usual class: inhibitors; hit rate 0.71% among 290,000; note: potency is the fitted concentration of half-maximal effect; % is set by controls: 0 for no effect and ±100 for the full control effect; nearly all actives have a fitted effect of over 55% in size
Target sequence (A8B2U2 whole entry, looked up): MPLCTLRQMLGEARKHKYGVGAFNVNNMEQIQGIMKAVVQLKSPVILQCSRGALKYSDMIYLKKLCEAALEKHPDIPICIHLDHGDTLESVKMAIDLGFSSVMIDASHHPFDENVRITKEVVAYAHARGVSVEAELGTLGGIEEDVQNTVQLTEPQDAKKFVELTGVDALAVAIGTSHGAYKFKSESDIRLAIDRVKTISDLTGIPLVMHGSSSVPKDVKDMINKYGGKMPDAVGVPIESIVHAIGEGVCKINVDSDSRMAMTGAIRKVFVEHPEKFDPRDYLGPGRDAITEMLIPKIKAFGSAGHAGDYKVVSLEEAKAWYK
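Giardia FBPA (40 nM reagent) was preincubated 10 min at RT with compound (up to 57.5 uM final), then substrate plus GAPDH/TPI/NAD/arsenate coupling system with diaphorase/resazurin was added; resorufin fluorescence (525/598 nm) was read after 20 min.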
HCV inh: qHTS Assay for Inhibitors of Hepatitis C Virus (HCV); AID 651820, 2012; Potency, µM (highest dose often 41.8 µM), for the others: at the top dose activity change, negative = inhibition, most hits filed as inhibitors; Huh7.5.1 HCVcc-Cre infection, luciferase reporter, 44 h; hit rate 3.4% among 340,000; note: potency is the fitted concentration of half-maximal effect; % is set by controls: 0 for no effect and ±100 for the full control effect
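After 44 h co-culture of compound, cells and HCVcc-Cre (~0.5 moi), substrate is added for 15 min at room temperature and luciferase measured over 15 sec. Cells were seeded at 1,000/well and pre-cultured 4 h.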
CHX counter: Cycloheximide Counterscreen for Small Molecule Inhibitors of Shiga Toxin; cell reporter, cycloheximide protein synthesis inhibition counterscreen; max response, %; hit rate 12% among 300,000; AID 2314, 2010; in the data active = max response mostly above about 13%, no sharp cut-off; inactive = mostly below about 14%; note: read at 38.3 µM for the half of the compounds with a filed dose; 0% is about no effect
* = called active by the depositor; & = joins results of further samples; [ ] = dose if it differs, or a comment. Unless noted, calls come from the whole dose curve; as a rule, active = well fitted curve in the direction sought with a large enough effect; inconclusive = small, poorly fitted or top-dose-only effect, or another doubt; inactive = no such curve, though single readings can be large; an effect the other way counts as inactive or inconclusive. Rows are unselected (roughly 24% active in at least one column).

For COc1nc(-c2ccccc2)ccc1-c1noc(-c2ccccc2F)n1 the results were Pf growth 48h 54.2%[activator], Pf growth 96h 90.9%[activator], Shiga inhibitor 16.3, Giardia FBPA inh -3.6%, HCV inh 0.8% and CHX counter 10.2.
Screening O=C(/C=C/c1ccc(Br)o1)OCc1ccccc1 returned Pf growth 48h 8.3%, Shiga inhibitor 32.3, Giardia FBPA inh -0.8%, HCV inh 12.5% and CHX counter 6.0.
`COc1ccc(C2/C=C\CN(S(=O)(=O)c3ccc4ccccc4c3)CC(=O)N2Cc2ccc(F)cc2)cc1` (stereo not drawn) gave Pf growth 48h 13.1µM*, Pf growth 96h inconclusive, Shiga inhibitor -2.3&4.3, Giardia FBPA inh -0.8%&0.0%, HCV inh inconclusive and CHX counter 14.1&4.6.
Screening Cc1ccc(C)c(-n2sc3ccc(F)cc3c2=O)c1 returned Pf growth 48h 2.08µM*, Pf growth 96h 1.47µM* and HCV inh inconclusive.
Screening COc1ccc(/C=N\NC(=O)c2ccccc2[N+](=O)[O-])cc1COc1c(F)c(F)c(F)c(F)c1F returned Pf growth 48h 35.6%[activator], Pf growth 96h -10.4%, Shiga inhibitor 5.5, Giardia FBPA inh -4.3%, HCV inh 2.51µM* and CHX counter 11.4.
For CCOC(=O)C(C)Sc1nc2c(cnn2-c2ccc(C)cc2)c(=O)[nH]1 (stereo not drawn) the results were Pf growth 48h -29.8%, Pf growth 96h inconclusive, Shiga inhibitor 0.4, Giardia FBPA inh -14.5%, HCV inh 11.2µM* and CHX counter -4.8.
For CC(OC(=O)CNC(=O)c1ccccc1F)C(=O)Nc1nc(-c2ccccc2)cs1 (stereo not drawn) the results were Pf growth 48h 137.7%[activator], Pf growth 96h 128.8%[activator], Shiga inhibitor 100.8*, Giardia FBPA inh -4.4%, HCV inh 14.3% and CHX counter 65.5*.
`Brc1ccc(N/N=C(/N=Nc2nn[nH]n2)c2ccccc2)cc1` gave Pf growth 48h 3.29µM*, Pf growth 96h 1.85µM*, Shiga inhibitor 52.5, Giardia FBPA inh inconclusive, HCV inh 5.62µM* and CHX counter 19.0*.
`COCCc1nnc(NC(=O)C(C)C)s1` gave Pf growth 48h 11.2%, Pf growth 96h 27.3%, Shiga inhibitor -10.1, Giardia FBPA inh 0.2%, HCV inh 10.9% and CHX counter -1.7.
`COc1ccc(N(CC(=O)N2CCCCCC2)S(C)(=O)=O)cc1Cl` gave Pf growth 48h inconclusive, Pf growth 96h -29.0%, Shiga inhibitor 11.7, Giardia FBPA inh 5.0%, HCV inh 3.2% and CHX counter 1.5.
COc1cccc(NC(=O)C(=O)NCCC2CCCCN2S(=O)(=O)c2ccccc2)c1 (stereo not drawn) was read as Pf growth 48h 43.1%[activator], Pf growth 96h -49.9% and HCV inh 3.98µM*.
For N#C/C(=C1/CCCCCN1)c1nc2ccccc2s1 the results were Pf growth 48h 33.8%[activator], Pf growth 96h inconclusive, Shiga inhibitor 31.8, Giardia FBPA inh 4.1%, HCV inh inconclusive and CHX counter 16.7.

Reprinted from the part before: 2 compounds, then new ones.
COc1cccc(NC(=O)C(=O)NCCC2CCCCN2S(=O)(=O)c2ccccc2)c1 (stereo not drawn) was read as Pf growth 48h 43.1%[activator], Pf growth 96h -49.9% and HCV inh 3.98µM*.
For N#C/C(=C1/CCCCCN1)c1nc2ccccc2s1 the results were Pf growth 48h 33.8%[activator], Pf growth 96h inconclusive, Shiga inhibitor 31.8, Giardia FBPA inh 4.1%, HCV inh inconclusive and CHX counter 16.7.
N/C(Cc1ccc([N+](=O)[O-])cc1)=N\OC(=O)COc1ccc2ccccc2c1 was read as Pf growth 48h 18.6%, Pf growth 96h 76.1%[activator], Shiga inhibitor 12.2, Giardia FBPA inh -6.3%, HCV inh 7.9% and CHX counter -3.8.
For CSc1nnc2c(n1)OC(c1cccn1C)N(C(C)=O)c1ccccc1-2 (stereo not drawn) the results were Pf growth 48h 6.9%, Pf growth 96h 0.1%, Shiga inhibitor 18.2, Giardia FBPA inh 3.3%, HCV inh -5.4% and CHX counter -2.4.
O=C(CCc1ccccc1)Nc1nnc(-c2cccs2)o1 was read as Pf growth 96h 14.4%, Shiga inhibitor 15.4, Giardia FBPA inh -0.1%, HCV inh 15.0% and CHX counter -0.4.
For O=C(NNc1nc2c(F)cc(F)cc2s1)C1=COCCO1 the results were Pf growth 48h -2.0%, Pf growth 96h 63.6%[activator], Shiga inhibitor 9.0, Giardia FBPA inh 1.2%, HCV inh 8.3% and CHX counter 1.5.
Screening CC(C)(C)OC(=O)N[C@@H](Cc1c[nH]c2ccccc12)C(=O)O returned Shiga inhibitor 24.8, Giardia FBPA inh 0.5% and CHX counter -5.5.
O=C1C2C(C(=O)N1c1ccncc1)C1C=CC2C12CC2 (stereo not drawn) was read as Pf growth 96h 39.2%[activator], Shiga inhibitor -11.5, Giardia FBPA inh -2.9%, HCV inh 12.8% and CHX counter -4.6.
Screening Cc1cc(=O)n2[nH]c(SCc3ccccc3Cl)nc2n1 returned Pf growth 48h 31.7%[activator], Pf growth 96h 27.6%, Shiga inhibitor -5.4, Giardia FBPA inh -26.6%, HCV inh 5.9% and CHX counter -2.4.
CCn1cc(/C=C(\NC(=O)c2ccccc2Cl)C(=O)NCCN2CCOCC2)c2ccccc21 was read as Pf growth 48h -2.1%, Pf growth 96h inconclusive, Shiga inhibitor -13.5, Giardia FBPA inh -8.6%, HCV inh -20.2% and CHX counter 0.7.
For COc1ccc(NC(=O)c2cccnc2N2CCCCC2)cc1 the results were Pf growth 48h -21.3%, Pf growth 96h -8.9%, Shiga inhibitor -10.6, Giardia FBPA inh 1.7%, HCV inh -20.8% and CHX counter -2.1.
Screening O=C(CN(C(=O)CNC(=O)c1ccco1)c1ccc2c(c1)OCO2)NC1CCCCC1 returned Pf growth 48h -27.6%, Pf growth 96h -0.2%, Shiga inhibitor 5.2, Giardia FBPA inh 4.2%, HCV inh -0.7% and CHX counter 11.9.
Screening C=CCN1C(=O)C2C(C(=O)NC3CCCC3)C3(C)C=CC2(O3)C1C(=O)NC1CCCC1 (stereo not drawn) returned Pf growth 48h 20.0%, Pf growth 96h -8.2%, Shiga inhibitor -5.9, Giardia FBPA inh 2.6%, HCV inh 27.2% and CHX counter -4.3.
Oc1ccc2nnc3c(Br)cnn3c2c1 was read as Pf growth 48h 13.7%, Pf growth 96h 35.4%[activator], Shiga inhibitor 3.8, Giardia FBPA inh -2.0%, HCV inh 0.3% and CHX counter -2.5.
`Cc1nc(-c2ccc(S(=O)(=O)Nc3ccccc3C)cc2)co1` gave Pf growth 48h inconclusive, Pf growth 96h inconclusive, Shiga inhibitor 3.0, HCV inh 6.7% and CHX counter 6.0.
`CCCc1nc2ccccc2c(=O)n1-c1ccc(OC)cc1` gave Pf growth 48h 9.8%, Pf growth 96h -0.6%, Shiga inhibitor -8.5, Giardia FBPA inh 0.7%, HCV inh 10.5% and CHX counter -3.4.
Screening CC1(C)Cc2cccc(OCC(=O)NCCOc3ccccc3)c2O1 returned Pf growth 48h -4.8%, Pf growth 96h -20.5%, Shiga inhibitor -18.1, Giardia FBPA inh -6.7%, HCV inh 5.0% and CHX counter -3.1.
O=C1c2cccc3cccc(c23)C(=O)N1CCN1CCN(C(=S)Nc2ccc(F)cc2)CC1 was read as Pf growth 48h 20.6%, Pf growth 96h 55.3%[activator], Shiga inhibitor -3.2, Giardia FBPA inh 1.3%, HCV inh 4.6% and CHX counter 3.3.
`COc1ccc(O/C(=N\S(=O)(=O)c2ccccc2)c2ccccc2)cc1` gave Pf growth 48h 5.3%, Pf growth 96h 7.4%, Shiga inhibitor -6.2, Giardia FBPA inh 6.2%, HCV inh 5.2% and CHX counter 7.3.
Screening Cc1ccc(CCC2C3=C(CCCC3=O)OC3=C2C(=O)CCC3)cc1 returned Pf growth 96h inconclusive, Shiga inhibitor 4.1, Giardia FBPA inh -15.6%, HCV inh -1.0% and CHX counter 0.2.
Screening Cc1cc(C)c(NC(=O)Cn2nnc(C(=O)NCCc3ccccc3)c2N)c(C)c1 returned Pf growth 48h 26.7%, Pf growth 96h 0.1%, Shiga inhibitor -2.5, Giardia FBPA inh 0.4%, HCV inh 23.0% and CHX counter -4.4.
Screening C/C(=N/Nc1nc(-c2ccc(Cl)cc2)cs1)c1cccs1 returned Pf growth 48h inconclusive, Shiga inhibitor 47.1, Giardia FBPA inh 0.7%, HCV inh inconclusive and CHX counter 14.1.
`COc1ccc(C(=O)COC(=O)Cn2cnc3ccccc3c2=O)c(OC)c1` gave Pf growth 48h 11.7%, Pf growth 96h 16.9% and HCV inh 0.1%.
Screening CCOC(=O)/C(=C/c1ccccc1)NC(=O)c1ccco1 returned Pf growth 48h 20.1%, Pf growth 96h inconclusive, Shiga inhibitor 2.0, Giardia FBPA inh 2.1%, HCV inh -4.4% and CHX counter 5.9.
`C=CCn1c(SCC(=O)Nc2cccc(S(N)(=O)=O)c2)nnc1C1CCCCC1` gave Pf growth 48h -2.8%, Pf growth 96h -15.6% and HCV inh 8.9%.
O=C(COc1ccc(Cl)cc1)OCC(=O)c1ccc[nH]1 was read as Pf growth 48h -12.7%, Pf growth 96h 18.6% and HCV inh 7.4%.
`Cc1nc2ccc(NC(=O)c3ccc(F)c(S(=O)(=O)N4CCOCC4)c3)cc2s1` gave Pf growth 48h 45.5%[activator], Pf growth 96h 0.0%, Shiga inhibitor 5.2, Giardia FBPA inh -3.7%, HCV inh inconclusive and CHX counter 3.8.
Screening CC(C)C[C@@H](CN(C)N=O)N(C[C@H](Cc1ccccc1)N(CCc1ccccc1)N=O)N=O returned Pf growth 48h inconclusive, Pf growth 96h inconclusive, Shiga inhibitor -12.0, Giardia FBPA inh -2.2%, HCV inh -18.8% and CHX counter 1.9.
N#CC1(NC(=O)CSc2n[nH]c(-c3ccccc3)n2)CCCCC1 was read as Pf growth 48h -17.8%, Pf growth 96h -4.5% and HCV inh -26.6%.
`COc1ccc(-c2csc(Nc3ccccc3)[n+]2CC(O)c2ccc([N+](=O)[O-])cc2)cc1` (stereo not drawn) gave Pf growth 48h 1.31µM*, Pf growth 96h 1.47µM*, Shiga inhibitor 32.5, Giardia FBPA inh -25.2%, HCV inh 8.91µM* and CHX counter 18.2*.
For CCOc1ccccc1N1Cc2cc(C)c(C)cc2C1 the results were Pf growth 48h 13.1µM*, Pf growth 96h inconclusive, Shiga inhibitor 21.9, Giardia FBPA inh -7.0%, HCV inh inconclusive and CHX counter 12.1.
`C/C(=N\NC(=O)COc1cc(C)cc(C)c1)c1cccc(NC(=O)C2CCC2)c1` gave Pf growth 48h 12.9%, Pf growth 96h 2.3%, Shiga inhibitor -27.6, HCV inh inconclusive and CHX counter 6.3.
For Cn1cccc1CNC1CCCC1 the results were Pf growth 96h inconclusive, Shiga inhibitor -12.7, Giardia FBPA inh -0.5%, HCV inh 2.5% and CHX counter -2.9.
Screening COc1ccc(NC(=O)Nc2ccc3c(c2)N(C)C(=O)CS3)cc1Cl returned Pf growth 48h inconclusive, Pf growth 96h inconclusive, Shiga inhibitor -9.0, Giardia FBPA inh -0.4%, HCV inh inconclusive and CHX counter -4.2.
`Cn1cc(/C=C2\SC(=O)N(c3ccc(O)cc3)C2=O)c2ccccc21` gave Pf growth 48h inconclusive, Pf growth 96h inconclusive, Shiga inhibitor 90.6*, Giardia FBPA inh -16.9%, HCV inh inconclusive and CHX counter 44.9*.
CC(C)CN(C(=O)CCNC(=O)c1ccc(Cl)cc1)c1c(N)n(CC(C)C)c(=O)[nH]c1=O was read as Pf growth 48h inconclusive, Pf growth 96h inconclusive and HCV inh -5.3%.
